SW480 rereplic: DNA re-replication induction in SW480 cells; SW480 DNA re-replication, Hoechst DNA content imaging, 48 h; Potency, µM (series often up to 46.1 µM), for the others: top-dose re-replication activation, most hits filed as activators; hit rate 1.8% among 340,000; AID 624297; further: potency means the concentration at half of the fitted maximal effect; % of control where 0% means no effect; nearly all actives have a fitted effect of over 55% in size
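Cells (250 per well) received 23 nL compound or DMSO by pin tool and were kept 48 hr at 37 C, 5% CO2. Nuclei were then stained with Hoechst for 40 min and scanned for DNA content.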
HepG2 tox: HepG2 cytotoxicity, counter-screen for TGF-b inhibitors | HepG2 CAGA-GFP viability, ATP luminescence, 18 h | AID 588856 | hit rate 0.76% among 410,000 | Potency, µM (titrated, usually from 46.1 µM), for inactives: top-dose activity change, negative = cytotoxicity, usual class: cytotoxic; further: potency means the concentration at half of the fitted maximal effect; some results filed as inactive show a strong effect at the top dose
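CellTiter-Glo luminescence gave cytotoxicity after 18 hours at 37 degrees C. The cells were HepG2 CAGA-GFP in 1% FBS DMEM, stimulated with 500 pg/mL TGF-beta after compound addition. %Activity was normalised to no-cell wells (complete cell-killing) and DMSO (no toxicity), and curves were fitted and classified.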
HT1080 IDH1KD tx: HT-1080 IDH1 knockdown cell toxicity (counter line) | hit rate 2% among 360,000 | Potency, µM (doses to about 46.1 µM), for inactives: at the top dose activity, negative = toxicity, hits mostly cytotoxic | HT-1080 IDH1 knockdown viability, ATP luminescence, 48 h;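 further: potency means the concentration at half of the fitted maximal effect; 0% = DMSO wells and -100% = cell-free medium wells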
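Viability of IDH1-knockdown HT-1080 fibrosarcoma cells was assessed by CellTiter-Glo after 48 h at 37 °C with titrated compound; concentration-effect curves were classified by fit quality and response size.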
MCF10A rerep: DNA re-replication induction in MCF 10a cells | Potency, µM (series often up to 46.1 µM), without a hit: at the highest dose activity, positive = re-replication, actives largely listed as activators | hit rate 2.9% among 350,000 | MCF 10A DNA re-replication, Hoechst nuclear intensity, 48 h; further: potency means the concentration at half of the fitted maximal effect; % of control where 0% means no effect; nearly all actives have a fitted effect of over 50% in size
HT1080NT lethal: kills 2HG-producing HT-1080-NT fibrosarcoma cells; Potency, µM (highest dose often 46.1 µM), without a hit: at the top dose activity, negative = less viability, hits mostly cytotoxic; AID 686970; hit rate 1.6% among 360,000; HT-1080-NT fibrosarcoma viability, CellTiter-Glo ATP luminescence, 48 h;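 further: NT is the 2HG producing partner of a matched IDH1 knockdown line; potency means the concentration at half of the fitted maximal effect; 0% = DMSO-treated cells and -100% = media-only wells without cells; nearly all actives have a fitted effect of over 55% in size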
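750 cells/well, RPMI + 5% FBS; 2 h settle, compound pin-transfer, 48 h at 37 degrees C. CellTiter-Glo 10 min RT, luminescence. Normalized to DMSO and media-only wells.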
KB-3-1 tox: kills parental KB-3-1 adenocarcinoma cells | Potency, µM (top dose mostly 46.1 µM), for inactives: top-dose activity change, negative = cytotoxic, hits mostly cytotoxic | KB-3-1 viability, CellTiter-Glo ATP luminescence, 72 h | hit rate 1.4% among 400,000; further: potency means the concentration at half of the fitted maximal effect; on the % scale 0 is the no-effect control and ±100 the full control effect; nearly all actives have a fitted effect of over 60% in size
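Parental KB-3-1 adenocarcinoma cells in phenol-red-free DMEM with 10% FBS were pin-treated with compounds at several concentrations, incubated 72 h at 37 °C, and viability read by CellTiter-Glo luminescence; concentration-effect curves were fitted after normalization.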
IL-1B inflam inh: inflammasome signaling inhibition, IL-1 beta readout | THP-1 LPS/ATP IL-1B secretion, AlphaLISA, 16 h; stronger effect = lower value | activity change, % at 57.5 µM | hit rate 4.7% among 360,000 | AID 743279; in the data active means activity change below about -50%; inconclusive means mostly about -30% to -49%; further: on the % scale 0 is the no-effect control and ±100 the full control effect
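THP-1 cells pretreated 1 hr with compounds (up to 57.5 uM final), then stimulated with LPS (250 ng/mL final) plus ATP (1.25 mM final); secreted IL-1B measured by AlphaLISA after 16 hr, decreased signal indicating inhibition.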
ATXN viability: cell viability loss in ATXN counter-screen | S2 cells (HEK-293 line with an ATXN2-luciferase reporter) viability, CellTiter-Fluor protease fluorescence, 24 h | Potency, µM (highest dose often 56.7 µM), most hits filed as cytotoxic | hit rate 0.49% among 400,000; further: potency means the concentration at half of the fitted maximal effect; nearly all actives have a fitted effect of over 40% in size
ATXN2 expr inh: reduces ATXN2 reporter expression in HEK-293 cells | HEK-293 ATXN2-luciferase reporter, luminescence, 24 h | Potency, µM (highest dose often 57 µM), inactives show at the top dose activity change, negative = inhibition, most hits filed as inhibitors | hit rate 0.72% among 360,000 | AID 1745845; further: potency means the concentration at half of the fitted maximal effect; on the % scale 0 is the no-effect control and ±100 the full control effect; nearly all actives have a fitted effect of over 55% in size
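qHTS (up to 57 uM final) was run with 24 h compound exposure of reporter cells at 37 °C. Each well was multiplexed: SteadyGlo luminescence measured ATXN2-luciferase expression after a fluorogenic Gly-Phe-AFC viability readout (25 uM final).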
Numbers without * were called inactive; i = inactive; ? = inconclusive; nt = not tested or not shown; & = joins results of further samples; [ ] = remark or other dose. Unless noted, the call rests on the fitted dose curve; in most records, active means well fitted curve in the direction sought with a large enough effect; inconclusive means small, poorly fitted or top-dose-only effect, or another doubt; inactive means no such curve, though single readings can be large; an effect the other way counts as inactive or inconclusive.

SMILES	SW480 rereplic	HepG2 tox	HT1080 IDH1KD tx	MCF10A rerep	HT1080NT lethal	KB-3-1 tox	IL-1B inflam inh	ATXN viability	ATXN2 expr inh
Fc1ccccc1-n1cn[nH]c1=S	1%	15%	-2%	0%	1%	-8%	-18	i	nt
CCC(C)n1c(SCC(=O)N(CC)c2c(N)n(Cc3ccccc3)c(=O)[nH]c2=O)nc2ccccc2c1=O (stereo not given)	-23%	11%	6%	24%	?	-12%	0	i	11%
CN1CCN(c2ccc(S(=O)(=O)N3CCCCC3)cc2NC(=O)COc2cccc(Cl)c2)CC1	?	-12%	-2%	?	-5%	?	-52*	?	-3%
O=C(NC(c1ccc(-c2ccccc2)cc1)c1cnccn1)C1CCN(CCOc2ccc(Cl)cc2Cl)CC1 (stereo not given)	nt	-103%	15µM*	nt	21µM*	?	?	?	?
CC(C)CNC(=S)NNC(=O)c1csc2c1CCC(C)C2 (stereo not given)	-5%	-4%	?	19%	?	-7%	?	i	-11%
O=C(CSc1nnc(-c2ccncc2)n1Cc1ccco1)Nc1ccccc1Cl	-6%	3%	4%	-1%	7%	-4%	-1	i	-12%
Cc1cccc(C)c1N1CCc2cn[nH]c21	2%	3%	1%	0%	-3%	15%	23	i	1%
Cc1onc(-c2ccccc2Cl)c1C(=O)N(Cc1nc(-c2ccccc2)no1)C1CCCCC1	?	3%	?	?	-8%	?	7	i	-17%
CCO[C@H]1OC(C(=O)Nc2ccccc2)=C[C@@H](c2cn(C(C)=O)c3ccccc23)[C@@H]1CCCO	-2%	-5%	-8%	-4%	-5%	0%	-19	i	-3%
O=C(Cc1cn(Cc2cccc(Cl)c2)c2ccccc12)N1CCCC1	-3%	-29%	-19%	?	-4%	-3%	14	?	-22%
O=C(NC(=S)N1CCOCC1)C12CC3CCC(CC(C3)C1)C2	-7%	-13%	4%	-6%	2%	-4%	-12	i	-3%
CCN1C[C@@H]2[C@@H]3C(=O)N(C)C(=O)[C@@H]3[C@](C)(C1=O)N2C(=O)c1ccc(Cl)cc1	?	-22%	6%	28%	7%	10%	2	i	1%
CC(=O)Nc1ccc(NC(=O)CSc2ccc(-c3sc(C)nc3C)nn2)cc1	-32%[inhibitor]	0%	15%	-4%	0%	26%	i	i	8%
CCN(CC)C(=O)Cn1ncc2c1-c1ccccc1OC2	-2%	-23%	0%	0%	-4%	-1%	0	i	-3%
COCc1cc(=O)[nH]c(-c2ccccc2)n1	0%	14%	5%	-6%	0%	23%	5	i	-9%
CCOC(=O)c1ccc(Nc2nnc(C)c3ccccc23)cc1	-132%[inhibitor]	4%	-3%	5%	?	-1%	-26	i	-5%
CCOc1ccc(NS(=O)(=O)c2ccc(NC(=O)c3ccccn3)cc2)cc1	1%	-7%	-7%	5%	-2%	-6%	0	i	-7%
CCN(CC)S(=O)(=O)c1ccc2c(c1)N(CC(=O)NCc1ccccc1)C(=O)C1CCCCN21 (stereo not given)	nt	3%	nt	nt	nt	14%	nt	i	11%
Cc1c(Cl)c([N+](=O)[O-])nn1CC(=O)NCC1CCCO1 (stereo not given)	-2%	-21%	7%	3%	6%	-10%	7	i	-1%
CC(=O)c1sc(NC(=O)C(C)C)nc1C	-12%[9.22 µM]	-16%	11%	-19%	7%	0%	-30	i	3%
COc1ccc(OC)c2[nH]c(=O)c(CCNC(=O)Cc3cccs3)cc12	-5%	-4%	1%	0%	11%	5%	-2	?	nt
COc1cc2nc(SCc3ccc(C(F)(F)F)cc3)n(Cc3cccs3)c(=N)c2cc1OC	-22%	2%	-2%	-1%	0%	-1%	-6	nt	nt
COCCn1c(Cc2ccccc2)nnc1SC(C)C(=O)NC1CC1 (stereo not given)	-3%	1%	4%	?	6%	-2%	8	i	11%
COc1ccc(Cn2c(C(=O)O)c(CNC3CCCCC3)c3ccc(C)cc32)cc1	nt	6%	nt	nt	nt	?	nt	?	13%
CCc1ccc(OCC(=O)N(CC)CC)cc1	-1%	1%	22%	-4%	23%	0%	-11	i	18%
COc1cc(C2=NOC(C(=O)Nc3c(C)n(C)n(-c4ccccc4)c3=O)C2)cc(OC)c1OC (stereo not given)	-6%	8%	2%	6%	-2%	-9%	-3	i	6%
COc1ccc(C2N3CC4(C)CN2CC(c2ccccc2)(C3)C4=O)cc1OC (stereo not given)	nt	2%	nt	nt	nt	11%	nt	i	8%
COc1ccc(S(=O)(=O)c2c(C(=O)c3ccc(C)c(C)c3)cnc3ccc(F)cc23)cc1	nt	-16%	nt	nt	nt	1%	nt	?	?
Cc1ccccc1Nc1nnc(SCC(=O)c2c(N)n(C)c(=O)n(C)c2=O)s1	0%	1%	0%	-2%	-8%	?	2	i	-13%
O=C(Nc1cccc(C(=O)N2CCOCC2)c1)c1ccccc1Br	0%	1%	15%	2%	15%	28%	14	i	0%
Cc1cc(C)nc(N(C#N)Cc2ccccc2)n1	-6%	-11%	-8%	-2%	-4%	-4%	18	i	2%
Cc1[nH][nH]c(=O)c1C(c1ccc(N(C)C)c(Br)c1)c1c(C)[nH][nH]c1=O	1%	5%	11%	8%	-14%	10%	-28	i	1%
O=C(O)CCNC1CCCCC1	-17%	2%	1%	1%	0%	4%	-10	i	nt
CC(NC(=O)Cn1nc(C(=O)O)c2ccccc2c1=O)C12CC3CC(CC(C3)C1)C2 (stereo not given)	-11%	-3%	-1%	21%	10%	9%	31	i	3%
Cc1c(O)ccc2c(O)c(NC(=O)c3ccc4c(c3)CCC(C)(C)O4)c(=O)oc12	-3%	2%	-1%	7%	0%	6%	-6	i	nt
Cc1cc(NC(=O)CCC(=O)N(CC(=O)NCC2CCCO2)c2ccc(C(C)C)cc2)no1 (stereo not given)	-1%	-3%	-1%	2%	0%	0%	12	?	-24%
C=CCNC(=S)NS(=O)(=O)c1cccs1	-32%[inhibitor]	-5%	12%	-5%	12%	1%	31	i	-10%
COc1ccc(NC(=O)C2CCCN(S(=O)(=O)c3ccc4c(c3)CCCN4C(C)=O)C2)cc1 (stereo not given)	1%	1%&-29%	1%	0%	3%	?	9	i	-5%
O=C(OCc1cc(=O)n2nc(-c3cccs3)sc2n1)c1cccc(F)c1	nt	-36%	nt	nt	nt	1%	nt	i	134%[activator]
CCOc1ccccc1CNC(=O)c1ccc2nc(N3CCC(C)CC3)sc2c1	nt	-3%	nt	nt	nt	7%	nt	i	53%[activator]
Oc1cc(OCc2ccccc2)ccc1-c1[nH]ncc1-c1ccccc1	1%	20µM*	23µM*	23µM*	16µM*	-3%	-101*	?	?
O=S(=O)(c1ccc(Br)cc1)c1nc(-c2ccco2)oc1NCCCn1ccnc1	13%	-12%	?	2%	-16%	-5%	-21	i	7%
COc1ccc(OC)c(NS(=O)(=O)c2cc3c4c(c2)CCN4C(=O)CC3)c1	-5%	0%	-3%	3%	-13%	3%	7	i	1%
CCNC(=O)C1CCCc2c1[nH]c1ccc(Cl)cc21 (stereo not given)	-5%	-3%	-26%	-2%	-2%	?	-14	i	?
N#Cc1ccc(OCC(=O)N(C2CCCCC2)C2CCS(=O)(=O)C2)cc1 (stereo not given)	-27%	-14%	9%	?	-11%	-16%	0	i	-1%
O=C(OCC(=O)c1ccc(Cl)cc1Cl)c1ccc2c(c1)C(=O)N(c1cccc3ncccc13)C2=O	-1%	-2%	1%	4%	1%	14%	12	i	14%
CCCS(=O)(=O)N1CCC(C(=O)NC2CCCC(C)C2C)CC1 (stereo not given)	-6%	5%	-4%	?	1%	0%	-13	i	13%
CC(C)CSC1=NSC2=NC(=O)/C(=C\c3ccccc3)C(=N)N12	25%	-16%	-23%	15µM*	?	-31%	12	i	11%[11.3 µM]
Cc1nc2ccccc2nc1OCc1ccccc1	nt	-7%	-3%	3%	-1%	8%	-17	i	17%
CC(C)n1c(SCc2cc(=O)[nH]c3ccccc23)nc2c1c(=O)n(C)c(=O)n2C	1%	-2%	-3%	-2%	7%	-3%	24	i	1%

Carrying on.
SMILES	SW480 rereplic	HepG2 tox	HT1080 IDH1KD tx	MCF10A rerep	HT1080NT lethal	KB-3-1 tox	IL-1B inflam inh	ATXN viability	ATXN2 expr inh
CC(=O)Oc1ccc2cc(-c3cccnc3)c(=O)oc2c1	?	-13%	8%	0%	-11%	-5%	-2	nt	-4%
CCOC(=O)c1sc2ccccc2c1S(=O)(=O)Nc1ccc(C(C)=O)cc1	nt	-9%	nt	nt	nt	7%	nt	i	11%
COc1ccc(-c2cnc3c(NC(C)=O)cc(-c4cc(F)ccc4OC)cn23)cc1OC	nt	-27%	?	nt	?	?	-2	i	-2%
O=C1CC(N2CCC(c3nc4ccccc4o3)CC2)C(=O)N1c1cc(Cl)cc(Cl)c1 (stereo not given)	1%	-8%	-1%	5%	-2%	26%	37	i	3%
Cc1ccccc1OCC(=O)Nc1cccc2nsnc12	?	9%	?	?	?	-7%	0	i	32%
Cc1cc(=O)n2nc(N3CCCC(C(=O)NCc4ccccc4)C3)sc2n1 (stereo not given)	-6%	-24%	-1%	-2%	0%	7%	-6	i	9%
CCOc1ccccc1N(CC(=O)O)S(=O)(=O)c1ccccc1	-1%	2%	15%	?	9%	3%	26	i	4%
O=C1c2ccccc2C(=O)C1c1ccc2ccccc2n1	0%	-16%&8%&6%	?	?	?	-8%&-28%&28%	-3	i	?
O=C(Cn1c(=O)n(-c2ccc(F)cc2)c(=O)c2sc3ccccc3c21)N1CCCC1	nt	-12%	nt	nt	nt	-6%	nt	?	-14%
O=C(Oc1ccc(N(Cc2cccs2)C2=NS(=O)(=O)c3ccccc32)cc1)c1ccco1	-10%	4%	-8%	18%	-12%	13%	24	i	-6%

Compound activity deposited in PubChem BioAssay by National Center for Advancing Translational Sciences (NCATS).
